Compound activity from PubChem BioAssay.
KCNQ1 block: inhibitors of human KCNQ1 channel, primary screen, cell-based, thallium flux, high-throughput; Potassium voltage-gated channel subfamily KQT member 1 (Homo sapiens), P51787; CHO-K1 KCNQ1, FluxOR thallium flux fluorescence; hits give high values; B-score at 10 µM; actives 1.3% (n = 310,000);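 active means compounds whose thallium flux B-score, printed positive for inhibition, exceeds three library SD while starting fluorescence stays within three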;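 further: channel opened by potassium depolarization with thallium stimulus after 20 min compound exposure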
Target sequence (P51787 whole entry, looked up): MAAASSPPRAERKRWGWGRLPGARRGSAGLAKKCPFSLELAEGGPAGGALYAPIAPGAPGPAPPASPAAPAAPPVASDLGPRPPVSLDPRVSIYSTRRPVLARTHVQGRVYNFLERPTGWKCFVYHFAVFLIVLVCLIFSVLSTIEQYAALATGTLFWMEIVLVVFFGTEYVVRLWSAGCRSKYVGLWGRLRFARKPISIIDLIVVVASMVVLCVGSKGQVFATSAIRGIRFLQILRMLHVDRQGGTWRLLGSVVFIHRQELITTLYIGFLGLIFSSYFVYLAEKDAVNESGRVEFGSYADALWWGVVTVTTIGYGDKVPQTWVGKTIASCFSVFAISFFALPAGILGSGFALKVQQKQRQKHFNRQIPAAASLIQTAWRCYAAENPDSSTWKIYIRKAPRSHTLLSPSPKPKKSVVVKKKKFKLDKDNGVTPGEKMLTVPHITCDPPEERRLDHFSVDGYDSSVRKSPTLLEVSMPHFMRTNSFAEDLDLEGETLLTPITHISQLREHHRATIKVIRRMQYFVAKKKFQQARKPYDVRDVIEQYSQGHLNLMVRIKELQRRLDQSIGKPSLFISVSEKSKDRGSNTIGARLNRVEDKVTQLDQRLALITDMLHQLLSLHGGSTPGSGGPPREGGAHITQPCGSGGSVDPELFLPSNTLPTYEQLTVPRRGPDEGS
RGS4 pot: RGS4 potentiators or activators, primary screen, cell-based, HEK293 M3R inducible RGS4, calcium flux; AID 463111, 2010; actives 0.92% (n = 310,000); carbachol calcium flux Fluo4; hits give low values; B-score at 10 µM;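 active means B-score of the integrated calcium signal more than 4 SD below the library mean, with starting fluorescence not abnormally high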;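 further: negative B-score means reduced calcium response which marks RGS4 activation or potentiation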
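Test system: HEK293 cells with stable M3R and inducible RGS4; also added: carbachol at ECmax as muscarinic agonist stimulus; schedule: dye loading 30 min 37 °C, buffer rest 30 min RT; technique: kinetic calcium fluorescence imaging with Fluo4-AM dye, 2 µM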
KCNK9 inh: KCNK9 potassium channel inhibitors, primary screen, HEK293 cells, thallium flux | Potassium channel subfamily K member 9 (Homo sapiens), Q9NPC2 | FluxOR thallium flux fluorescence; hits give low values | AID 488922, 2010 | B-score at 10 µM | actives 1.2% (n = 310,000);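 active means ratio B-score over 3 SD below the library mean, with starting fluorescence within 5 SD of its mean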;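 further: negative B-score means less thallium flux so channel inhibition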
RGS4 block: RGS4 inhibitors, primary screen, cell-based, HEK293 M3R inducible RGS4, calcium flux; Fluo-4 calcium flux; hits give high values; triggered by carbachol at its EC20; B-score at 10 µM; actives 0.45% (n = 310,000);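 active means B-score, a plate-corrected calcium signal, over three deviations above library mean, with baseline fluorescence within five deviations of library mean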;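 further: RGS4 expression induced by doxycycline in cells with stable M3 receptor; B-score is computed from the integrated fluorescence ratio over baseline after carbachol; higher B-score means a larger calcium signal and so more RGS4 inhibition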
Target sequence (P49798 whole entry, looked up): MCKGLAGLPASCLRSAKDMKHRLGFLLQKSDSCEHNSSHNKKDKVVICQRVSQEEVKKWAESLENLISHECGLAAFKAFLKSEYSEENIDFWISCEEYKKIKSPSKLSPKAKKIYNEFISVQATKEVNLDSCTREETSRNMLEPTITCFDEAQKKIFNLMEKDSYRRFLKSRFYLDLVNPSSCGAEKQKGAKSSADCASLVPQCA
hERG protect: hERG rescue from dofetilide block, primary screen, cell-based, CHO-hERG, FluxOR thallium flux, dofetilide IC70; dofetilide IC70 present; activation (rescue from dofetilide block), less the hit threshold, % at 10 µM; actives 0.51% (n = 310,000);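 active means activation above the mean of controls blocked by dofetilide plus 5 SD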;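 further: thallium influx through hERG after potassium depolarization seen as dye fluorescence rise; in these data hits start at about 4.7%; inactives centre near -7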
HDAC3 inh: HDAC3 deacetylase inhibitors, primary screen, biochemical, fluorescence, cell-free homogeneous; recombinant HDAC3, fluorogenic peptide/trypsin coupled; inhibition, % at 8.3 µM; actives 0.15% (n = 320,000); in the data active means inhibition above about 26%, passing the limit was not always enough; inconclusive means no clear call, values can overlap the other calls
KCNQ1 act: potentiators or activators of KCNQ1 channel, primary screen, cell-based, thallium flux, high-throughput; actives 0.35% (n = 310,000); CHO-K1 KCNQ1, thallium flux FluxOR fluorescence; hits give high values; Potassium voltage-gated channel subfamily KQT member 1 (Homo sapiens), P51787; B-score at 10 µM; AID 2648, 2010;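 active means fluorescence ratio B-score, a plate-corrected score, at least three library SD, with initial intensity B-score within 5 SD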
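Assay system: CHO-K1 cells stably expressing KCNQ1. Medium: assay buffer for compound exposure, DMSO matched across wells. Timing: 37 °C overnight plating, 90-min dark dye load, 20-min compound pretreatment. Signal: kinetic FluxOR fluorescence, 10 s baseline plus 110 s post-stimulus.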
TMEM16A act: TMEM16A chloride channel activators or potentiators, primary screen, cell-based, HTS; Anoctamin-1 (Mus musculus), Q8BHY3; HEK293 TMEM16A/YFP-H148Q/I152L, iodide quench fluorescence; hits give low values; actives 0.3% (n = 340,000); AID 623877, 2012; B-score at 10 µM;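 active means fluorescence-ratio B-score plate-corrected deviation score at least 3 library SD below zero, with starting fluorescence score within 5 deviations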;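 further: channel opened by trigger with iodide after compound preincubation; score built on the fluorescence ratio of max minus min over baseline; more negative score means more quench and so TMEM16A activation or potentiation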
KCNK3 block: human KCNK3 channel inhibitors, primary screen, CHO cells, FluxOR thallium flux, B-score | FluxOR fluorescence; hits give low values | Potassium channel subfamily K member 3 (Homo sapiens), O14649 | actives 0.84% (n = 340,000) | AID 602410, 2012 | B-score at 10 µM;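 active means B-score under library mean minus 4 SD, starting fluorescence ratio at most library mean plus 5 SD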;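 further: more negative B-score means stronger inhibition of thallium flux through KCNK3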
TMEM16A inh: TMEM16A chloride channel inhibitors, primary screen, cell-based, HTS | AID 588511, 2011 | normalized B-score (activity score, 25-100; higher = stronger inhibition) at 10 µM | HEK293 TMEM16A/YFP iodide influx fluorescence, ionomycin | actives 1.2% (n = 310,000);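 active means ratio plate-corrected score three or more library SD toward inhibition, starting fluorescence score within five deviations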;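 further: score derived from kinetic fluorescence span divided by baseline fluorescence per well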
SKKanGAS inh: S. pyogenes SKKanGAS growth inhibitors in kanamycin, primary screen, streptokinase expression inhibitor project, SKKanGAS strain, BacTiter-Glo luminescence. 6 h. inhibition, % at 7.5 µM. actives 1.3% (n = 300,000). AID 1662, 2009;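 active means mean replicate score, as percent of positive control median, at least 50; inconclusive means mean below 50 but one replicate at or above 50; inactive means mean and every replicate below 50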;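 further: strain carries kanamycin resistance gene driven by streptokinase promoter and grows in 40 µg/ml kanamycin; loss of luminescence reflects streptokinase promoter inhibition or plain growth inhibition; 0% = median of DMSO wells and 100% = positive control at its reference dose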
Active calls of the source: *; i = inactive; u = inconclusive; x = no result given.

SMILES	KCNQ1 block	RGS4 pot	KCNK9 inh	RGS4 block	hERG protect	HDAC3 inh	KCNQ1 act	TMEM16A act	KCNK3 block	TMEM16A inh	SKKanGAS inh
COC(=O)c1ccc(CSc2nnc(CNC(=O)c3ccccc3F)o2)o1	i	i	i	i	-7	2	i	i	i	i	2
COCCN1C=C2C(=O)C(C)(OC(=O)C3CCCC3)C(=O)C(c3ccccc3)=C2C=C1CCCC(=O)OC (stereo not given)	i	i	i	i	-6	0	i	i	i	i	-5
COc1ccc(CC(=O)OCC(=O)N(CC(C)C)c2c(N)n(Cc3ccccc3)c(=O)[nH]c2=O)cc1	i	i	i	i	-13	0	i	i	i	i	-2
COc1ccc(S(=O)(=O)NCC2CCCN(C(=O)c3cccnc3C)C2)cc1 (stereo not given)	i	i	i	i	-8	2	i	i	i	i	6
CCOC(=O)C(NCc1ccccc1OC)(NC(C)=O)C(F)(F)F (stereo not given)	i	i	i	i	-11	-2	i	i	i	i	-10
CCN(CC(=O)NCc1cccs1)c1nnnn1-c1ccccc1	i	i	i	i	-14	1	i	i	i	i	1
O=C(Nc1ccc(OCC(=O)N2CCC(Cc3ccccc3)CC2)cc1)c1ccco1	i	i	i	i	-16	6	i	i	i	i	8
Cc1ccc(S(=O)(=O)N2CC(C)C(=O)CC2C)cc1 (stereo not given)	i	i	i	i	-3	4	i	i	i	i	0
CCc1ccc(OCC(O)CN2CCN(c3ccccn3)CC2)cc1 (stereo not given)	i	i	i	i	-2	1	i	i	i	i	-7
COc1ccc(N=C2SC(CC(=O)Nc3ccccc3OC)C(=O)N2Cc2ccco2)cc1 (stereo not given)	i	i	i	i	-10	-5	i	i	i	i	2
CC(=O)c1sc(N2CCOCC2)nc1-c1ccccc1	i	i	i	i	-2	-4	i	i	i	i	4
CC(C)CCn1cnc2c(cnn2-c2ccc(F)cc2)c1=O	i	i	i	i	-8	2	i	i	i	i	6
O=C(N/N=C/c1ccccc1)c1ccc(CN2C(=O)c3cccc4cccc2c34)cc1	i	i	i	i	-3	-3	i	i	i	i	13
Cn1c(C(=O)NCCCN2CCOCC2)cc2c(=O)n(C)c3ccccc3c21	i	i	i	i	-10	-7	i	i	i	i	2
CCOc1cccc(CN2CCCC(CNC(=O)c3cccc(OC)c3OC)C2)c1 (stereo not given)	i	i	i	i	-3	-6	i	i	i	i	-3
CC(Oc1ccc(Cl)cc1)c1ccnc(N)n1 (stereo not given)	i	i	i	i	-3	3	i	i	i	i	3
CN(C(=O)COC(=O)c1ccc(Cl)c(N)c1)c1ccccc1	i	i	i	i	1	-6	i	i	i	i	12
Cc1cc(C)n2ncc(C(=O)Nc3ccc4c(c3)OCO4)c2n1	i	i	i	i	-5	-2	i	i	i	i	8
O=C(NC(=S)N1CCN(c2ccc([N+](=O)[O-])cc2)CC1)c1ccco1	i	i	i	i	-19	5	i	i	i	i	-12
O=C1CSC(=Nc2ccc(Cl)cc2)N1Cc1cccnc1	i	i	i	i	-3	2	i	i	i	i	-2
CCN(CC)CC(=O)Nc1c(C#N)cnn1-c1ccccc1	i	i	i	i	-10	-3	i	i	i	i	1
Cc1nnc(NC(=O)CSc2nnc(NC(=O)C(C)(C)C)s2)s1	i	i	i	i	-9	1	i	i	i	i	-4
O=C(c1cccs1)N(Cc1cccc(F)c1)C1CCS(=O)(=O)C1 (stereo not given)	i	i	i	i	-5	-4	i	i	i	i	2
O=C(NCCCN1CCOCC1)C1CCCN(S(=O)(=O)N2CCCCC2)C1 (stereo not given)	i	i	i	i	-6	0	i	i	i	i	-5
COc1ccc(Cl)cc1S(=O)(=O)NCCCn1ccnc1	i	i	i	i	-10	3	i	i	i	i	-1
Fc1ccccc1Cc1nnc2n1N=C(c1ccc(Cl)cc1)CS2	i	i	i	i	-3	-7	i	i	i	i	8
O/N=C1\CCSc2ccc(F)cc21	i	i	i	i	-6	4	i	i	i	i	-9
O=C(CSc1nnc(-c2ccncc2)n1C1CCCCC1)Nc1ccccc1	i	i	i	i	-5	-1	i	i	i	i	-7
CCc1noc(C)c1C(=O)OCC(=O)NC(=O)c1ccccc1	i	i	i	i	-13	-1	i	i	i	i	50*
O=C(Nc1cccc(-c2cn3ccccc3n2)c1)c1ccccc1	i	i	i	i	-13	u	i	i	-12*	i	-7

KCNK3 block: entries above that show a hit
| compound | KCNQ1 block | KCNK9 inh | RGS4 block | HDAC3 inh | KCNQ1 act | TMEM16A act | KCNK3 block |
| --- | --- | --- | --- | --- | --- | --- | --- |
| O=C(Nc1cccc(-c2cn3ccccc3n2)c1)c1ccccc1 | i | i | i | u | i | i | -12* |

(further entries)
SMILES	KCNQ1 block	RGS4 pot	KCNK9 inh	RGS4 block	hERG protect	HDAC3 inh	KCNQ1 act	TMEM16A act	KCNK3 block	TMEM16A inh	SKKanGAS inh
Cc1ccc([N+](=O)[O-])cc1NC(=O)CN(C1CCCCC1)S(=O)(=O)c1ccc(Cl)cc1	7*	i	-7.7*	i	-8	x	i	i	i	x	13
COC(=O)c1c(NC(=S)Nc2cc(OC)c(Cl)cc2OC)sc2c1CCCCC2	i	i	i	i	-7	7	i	i	i	i	12
Cc1ccc(NC(=O)CCC(=O)N/N=C/c2coc3ccc(F)cc3c2=O)cc1	i	i	i	i	-6	-2	i	i	i	i	-5
Nc1nc(SCc2ccc(Cl)cc2)[nH]c(=O)c1-c1ccccc1	i	i	i	i	-2	2	i	i	i	i	10
O=C1C(Nc2cccc(O)c2)=C(N2CCCCC2)C(=O)c2ccccc21	i	i	i	i	-9	6	i	i	i	i	3
O=C(NCCN1C(=O)S/C(=C\c2ccccc2)C1=O)c1cc(S(=O)(=O)N2CCOCC2)c(Cl)cc1Cl	i	i	i	i	-11	2	i	i	i	i	-2
CCOc1ccc2[nH]c(=O)c(CN(Cc3cccnc3)C(=O)Nc3ccccc3OC)cc2c1	i	i	i	i	-6	4	i	i	i	i	-6
Cc1ccc(NC(=O)C2CCN(S(=O)(=O)c3cccc4nonc34)CC2)nc1	i	i	i	i	-10	-3	i	i	i	i	-11
CC(C)(C)CC(=O)Nc1cc(S(=O)(=O)N2CCOCC2)ccc1N1CCCC1	i	i	i	i	-10	0	i	i	i	i	-3
CCc1ccc(C(=O)COC(=O)c2ccco2)cc1	i	i	i	i	-4	-1	i	i	i	i	-1
C=C(C)CNC(=S)NN=C1c2ccccc2-c2ccccc21	i	i	i	i	22*	-6	i	i	i	i	20
CC(=O)c1cc(F)c(N2CCN(C(=O)c3ccco3)CC2)cc1C	i	i	i	i	-2	3	i	i	i	i	2
O=C(NCc1ccncc1)C(=O)NCC(c1ccco1)N1CCN(c2ccc(F)cc2)CC1 (stereo not given)	i	i	i	i	-8	3	i	i	i	i	-1
CC(=O)c1cccc(NC(=S)NNC(=O)c2ccco2)c1	i	i	i	i	-12	-1	i	i	i	i	-11
C=CCn1c(C(O)c2ccccc2)nc2ccccc21 (stereo not given)	i	i	i	i	-1	-3	i	i	i	i	0

The list goes on, overlapping the part above by 4 compounds.
SMILES	KCNQ1 block	RGS4 pot	KCNK9 inh	RGS4 block	hERG protect	HDAC3 inh	KCNQ1 act	TMEM16A act	KCNK3 block	TMEM16A inh	SKKanGAS inh
CC(=O)c1cc(F)c(N2CCN(C(=O)c3ccco3)CC2)cc1C	i	i	i	i	-2	3	i	i	i	i	2
O=C(NCc1ccncc1)C(=O)NCC(c1ccco1)N1CCN(c2ccc(F)cc2)CC1 (stereo not given)	i	i	i	i	-8	3	i	i	i	i	-1
CC(=O)c1cccc(NC(=S)NNC(=O)c2ccco2)c1	i	i	i	i	-12	-1	i	i	i	i	-11
C=CCn1c(C(O)c2ccccc2)nc2ccccc21 (stereo not given)	i	i	i	i	-1	-3	i	i	i	i	0
CC(C)(C)C(=O)N1CCN(c2ccc([N+](=O)[O-])c(NCC3CCCO3)c2)CC1 (stereo not given)	i	i	i	i	-4	0	i	i	i	i	-7
CCOC(=O)CC(=O)CSc1ncnc2c1cnn2-c1ccccc1	i	i	i	i	-5	15	i	i	i	i	4
CCOCc1cnc(C)nc1NCC(=O)c1c(C)[nH]c2ccc(OC)cc12	i	i	i	i	-7	-1	i	i	i	i	-6
CC1=NCCN1S(=O)(=O)c1cc(Cl)ccc1Cl	i	i	i	i	-9	2	i	i	i	i	8
CC(=O)N1CCN(c2ccc(Oc3ncnc4sccc34)cc2)CC1	i	i	i	i	-11	-2	i	i	i	i	-5
CN1CCN(c2nc3ccccn3c(=O)c2/C=C(\C#N)S(=O)(=O)c2ccc(Cl)cc2)CC1	i	i	i	i	-12	5	i	i	i	i	-5
Cc1ccc(C(=O)NCC(=O)NCC(=O)OCC(=O)c2ccc(Br)cc2)cc1	i	i	i	i	-4	1	i	i	i	i	4
COc1cc(/C=N/NC(=O)c2ccncc2)ccc1OC(=O)c1ccco1	i	i	i	i	-5	3	i	i	i	i	0
CC1CN(Cc2cc(=O)[nH]c(C(C)C)n2)CC(C)O1 (stereo not given)	i	i	i	i	-12	-4	i	i	i	i	-6
Cc1ccc(OCCCCNC2CCCC(C)C2C)c(C)c1 (stereo not given)	6*	i	i	i	-6	4	i	i	i	i	-4
O=C(/C=C/c1ccccc1[N+](=O)[O-])NCCc1ccc(F)cc1	i	i	i	i	-12	-1	i	i	i	i	-11
CCC1CCCCN1CCCNC(=O)CSc1nc2nc(C)c(Cc3ccc(C)cc3)c(C)n2n1 (stereo not given)	i	i	i	i	-10	-1	i	i	i	i	13
Cc1coc2cc3oc(=O)c(CCC(=O)NCCCN4CCOCC4)c(C)c3cc12	i	i	i	i	-4	1	i	i	i	i	0

Random draw from the library. About 6.3% of those tested had a hit in this group.
